CHT inh = human CHT choline transport inhibition; Q9GZV3; B-score at 10 µM; 0.86% of 310,000 active; CHT-expressing cells, membrane potential dye, choline response; stronger effect = lower value; AID 488975;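 active = B-score over 3 SD under the library average, and starting fluorescence ratio not unusually high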;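 note: choline stimulus applied at its EC90 after an EC20 pre-addition; B-score computed on integrated fluorescence ratio after choline addition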
KCNQ2 inh = KCNQ2 channel blockers in CHO-K1 cells – cell-based, FluxOR thallium flux, B-score, primary screen (AID 2156); B-score at 10 µM; 20 min; stronger effect = lower value; O88943; 1.1% of 310,000 active;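 active = fluorescence ratio B-score at most minus 3 library SDs, with starting brightness B-score within 2 library SDs, cut at about -5.5 in these data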
Target sequence (O88943 whole entry, looked up): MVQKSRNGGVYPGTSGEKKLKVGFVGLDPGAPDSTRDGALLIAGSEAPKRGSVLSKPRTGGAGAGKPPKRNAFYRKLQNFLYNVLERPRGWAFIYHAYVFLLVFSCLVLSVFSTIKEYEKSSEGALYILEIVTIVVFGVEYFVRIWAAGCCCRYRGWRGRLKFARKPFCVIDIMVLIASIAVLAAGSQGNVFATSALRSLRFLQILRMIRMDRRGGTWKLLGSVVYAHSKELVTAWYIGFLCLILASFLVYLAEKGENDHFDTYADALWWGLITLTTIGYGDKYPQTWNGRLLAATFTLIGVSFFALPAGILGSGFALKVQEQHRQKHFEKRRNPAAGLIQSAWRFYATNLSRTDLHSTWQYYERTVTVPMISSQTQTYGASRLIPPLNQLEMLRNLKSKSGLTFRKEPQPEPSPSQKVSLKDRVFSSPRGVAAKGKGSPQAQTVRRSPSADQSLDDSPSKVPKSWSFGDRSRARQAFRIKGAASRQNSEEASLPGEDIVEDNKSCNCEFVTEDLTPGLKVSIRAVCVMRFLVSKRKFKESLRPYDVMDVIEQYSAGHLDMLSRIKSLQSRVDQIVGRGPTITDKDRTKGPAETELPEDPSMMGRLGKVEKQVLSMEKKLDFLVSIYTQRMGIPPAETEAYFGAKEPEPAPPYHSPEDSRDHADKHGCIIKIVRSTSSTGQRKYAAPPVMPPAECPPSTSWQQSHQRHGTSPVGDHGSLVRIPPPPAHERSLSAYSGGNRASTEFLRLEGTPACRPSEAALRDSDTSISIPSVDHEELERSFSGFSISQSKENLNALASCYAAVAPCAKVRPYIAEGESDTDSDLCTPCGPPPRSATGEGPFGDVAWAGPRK
* marks the source's active call; other numbers are inactive results; i = inactive; . = not tested or not shown. Hits appear at their usual frequency (roughly 1.9% active in at least one column).

CHT inh | KCNQ2 inh | mol
i | i | CCOC(=O)c1nn(-c2cccc(OC)c2)c(-c2ccccc2)c1C(=O)c1ccccc1
i | i | CCc1ccc(NC(=O)/C(C#N)=C/c2ccncc2)cc1
i | i | CCCCCCOc1ccc(C(=O)O)cc1C#N
i | i | C=CCn1c(COc2ccc(F)cc2)nnc1SCC(=O)NC1CC1
i | i | COCCN=c1scc(-c2cc(OC)ccc2OC)n1/N=C/c1c[nH]c2ccccc12
i | i | O=C(CC(=O)Nc1cccnc1)Nc1cccnc1
i | i | COc1ccccc1NC(=O)c1nnn(CC(=O)Nc2cccc(SC)c2)c1N
i | i | CCOC(=O)C1CCN(S(=O)(=O)c2ccc(OC)c(C(=O)N3CCCCC3)c2)CC1
i | i | N#CCC(=O)N/N=C/c1c2ccccc2cc2ccccc12
i | i | CC1(C)NC(=O)N(CCCCOc2ccc(Cl)cc2)C1=O
i | i | COc1cc(-c2nnc(SCC(=O)c3ccccc3)o2)cc(OC)c1OC
i | i | COC(=O)CC1C(=O)NCCN1C(=S)NC(=O)c1ccccc1[N+](=O)[O-] (configuration not stated)
i | i | CC12CCC(C(=O)Nc3cccc(Cl)c3Cl)([C@H](Br)C1=O)C2(C)C (some centres not stated)
i | i | O=[N+]([O-])c1ccc2c(c1N1CCCCC1)=NC1(CCCCC1)[N+]=2[O-]
i | i | COCCOc1cc(N(CC(=O)N(C)C)S(=O)(=O)c2ccccc2)c(Cl)cc1Cl

New compounds follow
CHT inh | KCNQ2 inh | mol
i | i | COc1ccc(OC)c(CCNC(=O)Cn2cccc2C(=O)c2ccccc2C)c1
i | i | CNC(=O)CCCCC(=O)N/N=C/c1ccc(Cl)cc1Cl
i | i | O=C(Nc1ccc(N2CCN(C(=O)c3ccccc3)CC2)c(Cl)c1)c1ccco1
i | i | COc1ccccc1NC(=O)Cc1noc(CN(C)Cc2cccs2)n1
i | i | CC(=O)c1c(C(=O)O)c2ccccc2[nH]c1=O
i | i | Oc1ccccc1CNc1cnc2ccccc2c1
i | i | CC(=O)Nc1sc(C)c(C)c1C(=O)OCC(=O)Nc1cc(S(=O)(=O)N2CCCCC2)ccc1Cl
i | i | COc1ccc(-c2csc(NC(=O)CN3C(=O)NC4(CCCC4)C3=O)n2)cc1OC
i | i | COc1ccc(CCNC(=O)CCc2ccc(S(=O)(=O)NCC(C)C)cc2)cc1
i | i | CCCC(CCC(=O)NC1CCCCC1)C(=O)O (configuration not stated)
i | i | C[N+](C)(C)CCCCCC[N+](C)(C)C
i | i | CC1CC(C(F)(F)F)n2ncnc2N1 (configuration not stated)
i | i | Cc1nccn1S(=O)(=O)c1cc([N+](=O)[O-])ccc1Cl
i | i | CN1CCN(C(=O)CC23CC4CC(CC(C4)C2)C3)CC1
i | i | CCOC(=O)c1[nH]c2ccccc2c1NC(=O)NC1CCCCC1

Going on with the list.
CHT inh | KCNQ2 inh | mol
i | i | O=C(O)c1ccc(N/N=C/c2ccc3nccnc3c2)cc1
i | i | CC(C)c1ccc(C2C3=C(CC(C)(C)CC3=O)NC3=C2C(=O)c2ccccc23)cc1 (configuration not stated)
i | i | O=C(CNC(=O)c1cccc(OC(F)F)c1)OCn1nnc2ccccc2c1=O
i | i | Cc1occc1C(=O)NCc1nc(-c2ccccc2)no1
i | i | O=C(Nc1cccnc1)c1ccccc1-c1nc(-c2ccccc2F)no1
i | i | CCN(C(=O)Cc1c(C(=O)O)[nH]c2ccccc12)c1cc(OC)ccc1OC
i | i | COc1cccc(N2CCN(C(=S)Nc3cccc(C)c3)CC2)c1
i | i | COc1cc(/C=C/c2ccc(O)cc2)cc(OC)c1
i | i | Nc1ccc2nc(SCc3cccc(F)c3)sc2c1
i | i | COc1ccc(C(=O)N2CCC(n3nccc3NC(=O)C3CC3)CC2)cc1F
i | i | COc1ccccc1CCC(=O)OCC(=O)NC1CCCC1
i | i | CCOc1ccc(N(CC(=O)NCc2ccc3c(c2)OCO3)C(=O)c2csnn2)cc1
i | i | CC(C)CNC(=O)COC(=O)C1c2ccccc2Oc2ccccc21
i | . | CCCS(=O)(=O)N1CCC(C(=O)NCCCN2CCCC2=O)CC1
i | i | CN(C)CCNC(=O)c1cccc(S(=O)(=O)Nc2ccc(F)cc2)c1

The results go on.
CHT inh | KCNQ2 inh | mol
i | i | CCOC(=O)c1cc(C#N)c(SCc2ccc(C#N)cc2)nc1C
i | i | O=C(NCCc1ccco1)C(=O)NCC1OCCCN1S(=O)(=O)c1ccc(Cl)cc1 (configuration not stated)
i | i | CC1CCN(S(=O)(=O)c2ccc(C(=O)OC(C)C(=O)NC3CCCCC3C)cc2)CC1 (configuration not stated)
i | i | COc1ccc(C2C(C#N)=C(N)N(c3sc4c(c3C#N)CCCC4)C3=C2C(=O)CC(C)(C)C3)cc1OC (configuration not stated)
i | i | O=C(N/N=C(/CC(=O)c1cccs1)C(F)(F)F)c1ccc(O)cc1
i | i | COc1ccc(NC(=O)Nc2nnc(N3CCCCC3C)s2)cc1OC (configuration not stated)
i | i | CCCNC(=O)CN(Cc1ccco1)S(=O)(=O)c1ccc(OCC)cc1
i | i | Cc1ccnc(NC(=O)c2ccc(S(=O)(=O)c3ccccc3)cc2)c1
i | i | C/C=C(\C)CN1CCN(c2ccccc2F)CC1
i | i | O=C(CSc1nc2[nH]ncc2c(=O)[nH]1)N1CCCCC1
i | i | Cn1c2ccccc2c(=O)c2ccc(C#Cc3ccccn3)cc21
i | i | COc1ccc(-c2csc(NC(=O)C3=COCCO3)n2)c(OC)c1
i | i | COc1ccc(/C=N/N(Cc2ccccc2)c2ccccc2)cc1O
i | i | COc1cc2c(cc1OC)C(C)N(C(=O)C1COc3ccccc3O1)CC2 (configuration not stated)
i | . | CC(/C=C/C1[C@H](C)C[C@H](O[C@@H]2O[C@H](CO)[C@@H](O)[C@H](O)[C@H]2O)CC1(C)C)O[C@H]1O[C@H](CO)[C@@H](O)[C@H](O)[C@H]1O (some centres not stated)

Further records follow.
CHT inh | KCNQ2 inh | mol
i | i | CCC(=O)NC(=S)Nc1cccc(NC(=O)c2ccccc2Cl)c1
i | -7.7* | CCN(CC)S(=O)(=O)c1cc(C(=O)OCC(=O)NC2CCCc3ccccc32)ccc1C (configuration not stated)
i | i | CC1=NN(S(=O)(=O)c2ccc(C)cc2)C(=O)c2ccccc2O1
i | i | CC(C)CC1(C(=O)NCc2cc(F)cc(C(F)(F)F)c2)C=CCN1C(=O)c1ccccc1 (configuration not stated)
i | i | CCc1cc2c(NC(Cc3c[nH]c4ccccc34)C(=O)O)nc(C)nc2s1 (configuration not stated)
i | i | CN(C)S(=O)(=O)c1cccc(NC(=O)C2Cc3ccccc3CN2C(=O)c2ccco2)c1 (configuration not stated)
i | i | CCCSc1nnc(-c2c[nH]c3ccccc23)n1C
i | i | OC(CNCC(c1ccc(Cl)cc1Cl)c1c[nH]c2ccccc12)c1ccccc1 (configuration not stated)
i | i | CN(Cc1ccccc1)C(=O)C1CCCN(c2ncnc3c2nc2n3CCCCC2)C1 (configuration not stated)
i | i | COC(=O)c1ccc(NC(=O)COc2ccc(C3C(C#N)=C(N)Oc4c3ccc3ccccc43)cc2OC)cc1 (configuration not stated)
i | i | CN1C(=O)Cc2cc(S(=O)(=O)NCCc3ccc(Cl)cc3)ccc21
i | i | CCOc1ccc(CCNC(=O)c2nnc(Cc3ccc(F)cc3)o2)cc1OCC
i | i | NC(=NCCc1ccccc1)NC(=O)c1cc(Cl)ccc1O
i | i | COc1ccc(S(=O)(=O)Cc2ccc(C(=O)N3CCN(C(=O)c4ccco4)CC3)o2)cc1
i | i | c1nc2nc3c(c(N4CCOCC4)n2n1)CCCC3

More results:
CHT inh | KCNQ2 inh | mol
i | i | O=C(Cn1nc(-c2ccccc2)c2ccccc2c1=O)Nc1cccc(O)c1
i | i | COc1ccc(N2CCN(C(=O)c3ccc4c(c3)NC(=O)C(CSCc3c(F)cccc3Cl)N4)CC2)cc1 (configuration not stated)
i | i | CCOC(=O)c1c(C)[nH]c(C)c1C(=O)CSc1nnc(-c2ccncc2)n1C
i | i | Cc1ccc(S(=O)(=O)N2CCOCC2)cc1NC(=O)CSc1nc(N)cc(=O)[nH]1
i | i | Cc1cc(C)nc(NC(=O)Cc2cccs2)n1
. | i | Cc1ccc(S(=O)(=O)N(CC(=O)NCc2ccco2)Cc2ccccc2F)cc1
i | i | COc1ccc(N2C(=O)CSC2c2ccc3c(c2)OCO3)cc1 (configuration not stated)
i | i | O=C(O)c1ccnc(SCC(=O)c2ccccc2)c1
i | i | Cc1cc(C(=O)N2CCOCC2)n(-c2ccccc2)n1
i | i | Cc1ccc2[nH]c(=O)c(CN(CCCN3CCOCC3)C(=O)Nc3ccc(Cl)cc3)cc2c1
i | i | Oc1ccccc1Nc1nc(NCC2CCCO2)c2ccccc2n1 (configuration not stated)
i | i | Cc1ccc(C(=O)OCC(=O)NCc2cccs2)cc1
i | i | Cc1cc2oc3ccc(NCCCn4ccnc4)cc3c(=O)c2cc1C
i | i | Cc1nc2ccccc2nc(C)c1=NOCc1ccccc1Cl
i | i | COc1ccc(-c2cc(=O)oc3cc(OCC(C)=O)ccc23)cc1

(continued)
CHT inh | KCNQ2 inh | mol
i | . | CN(C)S(=O)(=O)c1cccc(N=C2NN=C(c3ccccc3)CS2)c1
i | i | Cc1cc(NC(=O)c2ccc3c(c2)OCCO3)no1
i | i | Cc1ccc(-c2noc(CN(C(=O)CCCN3C(=O)c4ccccc4C3=O)C(C)C)n2)cc1
i | i | CCN1CCN(CCNC(=O)c2cn(C(C)c3ccccc3F)nn2)CC1 (configuration not stated)
i | i | O=S(=O)(NCCc1csc(-c2ccccc2)n1)c1ccc2c(c1)OCCO2
i | i | Cc1cc(C)nc(Nc2nc(=O)c3ccccc3s2)n1
i | i | COc1cc(NS(=O)(=O)c2ccc(F)cc2)c(OC)cc1NC(C)=O
i | -6.2* | COC(=O)c1ccc2c(=O)n(CCN3CCOCC3)c(SCC(=O)Nc3ccccc3Cl)nc2c1
i | i | CC(O)(C#CCN1CCCC1)c1ccccc1 (configuration not stated)
i | i | COc1cc(C(=O)N2CCNCC2)cc(OC)c1OC
i | i | C#CCOc1ccccc1C(N)=O
i | i | COCCOC(=O)C1=C(C)NC(C)=C(C(=O)OCCOC)C1/C=C/c1ccccc1OC
i | i | COc1ccc(-c2noc(CNS(=O)(=O)c3ccccc3)n2)cc1
i | i | CCCCN(C(=O)Cn1nnc2ccccc21)C(C(=O)NCCOC)c1ccc(OC)cc1 (configuration not stated)
i | i | COc1cc(/C=C/C(=O)O)cc(S(=O)(=O)Nc2ccccc2C(=O)NCCc2ccccc2)c1OC

Exported field by field: entries from further up
> COc1cc(NS(=O)(=O)c2ccc(F)cc2)c(OC)cc1NC(C)=O
- CHT inh: i
- KCNQ2 inh: i
> COC(=O)c1ccc2c(=O)n(CCN3CCOCC3)c(SCC(=O)Nc3ccccc3Cl)nc2c1
- CHT inh: i
- KCNQ2 inh: -6.2*
> CC(O)(C#CCN1CCCC1)c1ccccc1 (configuration not stated)
- CHT inh: i
- KCNQ2 inh: i

Next part.
CHT inh | KCNQ2 inh | mol
i | i | O=C(NC1CCSc2ccccc21)c1cc(S(=O)(=O)N2CCOCC2)ccc1Cl (configuration not stated)
i | i | Cc1cc2nnc(SCC(=O)N3CCN(c4ccccc4)CC3)n2c(N)n1
i | i | CSc1ccc(-c2sc(Nc3ccccc3)n[n+]2-c2ccc(F)cc2)cc1
i | i | Cc1ccc(S(=O)(=O)N2CCOCC2)c(C)c1-n1cnnn1
i | i | COc1ccc(N(CC(=O)Nc2cccc(N(C)S(C)(=O)=O)c2)S(C)(=O)=O)cc1OC
i | i | O=C1CC(C(=O)Nc2nccs2)C(c2ccccc2)O1 (configuration not stated)
i | i | Cc1ccc(CNC(=O)C(=O)NCC2OCCN2S(=O)(=O)c2ccc(C)cc2)cc1 (configuration not stated)
i | i | CC(C)C1N(C(=O)CN2CCCC2)CCN1S(=O)(=O)c1ccccc1 (configuration not stated)
i | i | CCc1nc2ccc(C(=O)NCCc3ccccc3OC)cc2nc1CC
i | i | CCOC(=O)N1CCC2(CC1)CC(=O)c1c(ccc3oc(C(=O)O)c(C)c13)O2
i | i | CCn1cc(SCC(=O)N2CCOCC2)c2ccccc21
i | i | COc1ccc(CCNC(=O)CSc2nn3c(=O)c(C)nnc3s2)cc1OC
i | i | Cc1cc(NC(=O)CN2C(=O)c3ccccc3C2=O)no1
i | i | COc1ccccc1N(CC(=O)NCCc1ccccc1)C(=O)CCC(=O)Nc1nccs1
i | i | Oc1ccc(Nc2nc(-c3ccccc3F)nc3ccccc23)cc1

Continuation:
CHT inh | KCNQ2 inh | mol
i | i | CCOC(=O)c1c(C)[nH]c(C)c1S(=O)(=O)NCCc1cccs1
i | i | Cc1ccc(C)c(NC(=O)c2cc(-c3ccccc3)nn2-c2ccccc2)c1
i | i | COc1ccc(OC)c(NC(=O)C2CCCN(S(=O)(=O)c3c(C)nn(C)c3C)C2)c1 (configuration not stated)
i | i | Cc1cccc(CC2CC(=O)N(c3ccc(C)cc3Br)C2=O)c1 (configuration not stated)

Filtered by structure: the entries above with two or more sulfur atoms
CHT inh | KCNQ2 inh | mol
i | i | CC(=O)Nc1sc(C)c(C)c1C(=O)OCC(=O)Nc1cc(S(=O)(=O)N2CCCCC2)ccc1Cl
i | i | Nc1ccc2nc(SCc3cccc(F)c3)sc2c1
i | i | Cc1ccc(S(=O)(=O)N2CCOCC2)cc1NC(=O)CSc1nc(N)cc(=O)[nH]1
i | . | CN(C)S(=O)(=O)c1cccc(N=C2NN=C(c3ccccc3)CS2)c1
i | i | O=S(=O)(NCCc1csc(-c2ccccc2)n1)c1ccc2c(c1)OCCO2
i | i | O=C(NC1CCSc2ccccc21)c1cc(S(=O)(=O)N2CCOCC2)ccc1Cl (configuration not stated)
i | i | CSc1ccc(-c2sc(Nc3ccccc3)n[n+]2-c2ccc(F)cc2)cc1
i | i | COc1ccc(N(CC(=O)Nc2cccc(N(C)S(C)(=O)=O)c2)S(C)(=O)=O)cc1OC
i | i | COc1ccc(CCNC(=O)CSc2nn3c(=O)c(C)nnc3s2)cc1OC
i | i | CCOC(=O)c1c(C)[nH]c(C)c1S(=O)(=O)NCCc1cccs1

Source: PubChem BioAssay
